C2C12 statin – suppression of simvastatin myotoxicity | C2C12 myotubes + simvastatin, ATP luminescence, 48 h; scaled: DMSO 0, geranylgeraniol control 100 | rescue of ATP level, % at 7.49 µM | AID 602340 | 330,000 tested, 0.78% active;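 active = mean ATP rescue above about 67%, or every replicate alone reaching that limit, limit read from the data, passing the limit was not always enough; inconclusive = no clear call, values can overlap the other calls; inactive = mean under the limit and some replicate under it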;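 note: myotubes were challenged with 10 µM simvastatin during compound exposure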
ERp5 block – ERp5 (human) disulfide isomerase inhibition. Q15084. ERp5 insulin aggregation, absorbance 650 nm, 90 min. inhibition, % at 9.99 µM. 350,000 tested, 0.05% active;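 active = mean replicate inhibition above about 25%, with every replicate also reaching it, limit read from the data, passing the limit was not always enough; inconclusive = only one of those two criteria met; inactive = neither criterion met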
Target sequence (Q15084 whole entry, looked up): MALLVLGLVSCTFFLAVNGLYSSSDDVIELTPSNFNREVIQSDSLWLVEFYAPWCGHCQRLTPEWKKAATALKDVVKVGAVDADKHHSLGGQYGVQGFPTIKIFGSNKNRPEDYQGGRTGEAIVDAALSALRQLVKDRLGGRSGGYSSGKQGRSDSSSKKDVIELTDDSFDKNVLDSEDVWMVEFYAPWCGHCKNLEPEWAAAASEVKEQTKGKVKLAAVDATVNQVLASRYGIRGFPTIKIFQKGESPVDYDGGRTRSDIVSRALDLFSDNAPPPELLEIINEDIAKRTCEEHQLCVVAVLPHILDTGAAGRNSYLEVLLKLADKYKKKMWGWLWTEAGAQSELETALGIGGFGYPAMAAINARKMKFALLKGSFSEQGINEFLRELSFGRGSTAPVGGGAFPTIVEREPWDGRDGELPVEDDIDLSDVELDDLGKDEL
PglD DTNB – blocks C. jejuni PglD acetyltransferase activity; purified PglD enzyme, DTNB colorimetric CoA detection; inhibition, % at 12.5 µM; 360,000 tested, 0.098% active; AID 602405; in the data active = inhibition above about 16%, passing the limit was not always enough; inconclusive = no clear call, values can overlap the other calls; note: strong numbers were not always called active
DENV2 CPE rescue – DENV2-induced cell death inhibition; DENV2-infected cells, cytopathic effect rescue, plate reader; CPE inhibition, % at 9.99 µM; 350,000 tested, 1.7% active; AID 651640; in the data active = CPE inhibition above about 20%, passing the limit was not always enough; inconclusive = no clear call, values can overlap the other calls; tested in BHK-21 cells;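 note: 0% = median of neutral control wells and 100% = median of positive control wells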
E-sel inducer – induces E-selectin expression in human endothelial cells. P16581. HUVEC E-selectin immunofluorescence imaging; normalized: neutral wells 0, TNF-alpha wells 100. activation, % at 7.58 µM. 260,000 tested, 0.37% active. AID 686992;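 active = mean E-selectin-positive cell signal at least 10% of the positive control, reached in at least 60% of replicates, without over 20% cell loss; inconclusive = no rule given, readout overlaps actives, possibly toxicity-flagged; inactive = the rest, including those meeting only one limit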;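 note: in these data hits start at about 27%; measured in HUVEC primary endothelial cells; signal is the percent of cells scored E-selectin positive by PE staining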
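material = human umbilical vein endothelial cells (HUVEC), E-selectin induction | quantity = 3,000 cells/well | medium = EGM-2 growth medium on 0.1% gelatin-coated wells | technique = immunofluorescence imaging | read-out basis = % PE-positive cells | control set = TNF-alpha positive control, DMSO neutral control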
S100A4 inh HTS – inhibitors of human S100A4 binding to myosin IIA peptide; 360,000 tested, 0.14% active; AID 652163; S100A4/TAMRA-MyoIIA peptide fluorescence polarization; P26447; inhibition, % at 10.7 µM;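 active = mean inhibition of at least 70% across replicates, with every replicate also reaching that level; inconclusive = mean inhibition reaches 70% but some replicates fall short; inactive = mean inhibition below 70%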
Target sequence (P26447 whole entry, looked up): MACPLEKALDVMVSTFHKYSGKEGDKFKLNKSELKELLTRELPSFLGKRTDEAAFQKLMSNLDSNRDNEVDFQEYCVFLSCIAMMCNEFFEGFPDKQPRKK
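Material: S100A4 monomer protein | Medium: HEPES pH 7.2 with CaCl2, KCl, NaCl, DTT, Triton | Reagent: Labelled myosin peptide probe, 5 nM | Doses: One dose per compound | Times: 5 min incubation before reading | Benchmarks: Neutral control DMSO, positive control TFP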
SIRT5 inh – sirtuin-5 (human) deacylase inhibition. Q9NXA8. Purified SirT5, succinyl-peptide AMC, trypsin-coupled fluorescence. inhibition, % at 15 µM. 330,000 tested, 1.1% active; in the data active = inhibition above about 15%; inconclusive = no clear call, values can overlap the other calls
Target sequence (Q9NXA8 whole entry, looked up): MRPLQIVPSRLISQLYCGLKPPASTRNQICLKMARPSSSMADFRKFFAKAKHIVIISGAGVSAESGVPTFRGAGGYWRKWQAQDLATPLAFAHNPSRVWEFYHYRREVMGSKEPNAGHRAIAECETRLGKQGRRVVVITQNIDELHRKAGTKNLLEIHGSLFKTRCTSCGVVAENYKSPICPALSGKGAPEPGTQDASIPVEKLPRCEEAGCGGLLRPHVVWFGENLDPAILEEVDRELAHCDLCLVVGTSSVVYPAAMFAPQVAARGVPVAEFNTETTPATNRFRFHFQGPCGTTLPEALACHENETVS
* hit, by the source's call; ? = inconclusive; / = no result given. Not all compounds are listed; the hit share may differ from the screen's.

SMILES	C2C12 statin	ERp5 block	PglD DTNB	DENV2 CPE rescue	E-sel inducer	S100A4 inh HTS	SIRT5 inh
COc1ccccc1C(=O)NCC(=O)NNC(=O)C1COc2ccccc2O1 (centres undefined)	2	0	1	-1	1.1	2	-2
CCOc1ccc(NC(=S)NNC(=O)CC(C)O)cc1 (centres undefined)	/	0	/	5	5.4	-5	-2
COc1ccc(CCN(C(=O)Cn2nnc3ccccc32)C(C(=O)NCC2CCCO2)c2ccncc2)cc1OC (centres undefined)	/	-2	/	5	/	-1	-2
OC(Cc1ccccc1Br)c1ncc(-c2cccc(C(F)(F)F)c2)[nH]1 (centres undefined)	-4	-7	0	-13	0.8	-21	/
CCC(=O)Nc1ccc2c(c1)OC[C@H](C)N(C(=O)CN(C)C)C[C@@H](C)[C@H](OC)CN(C)C2=O	13	-2	0	-3	0.0	-30	0
COC(=O)[C@]12CCCCC=C1N(Cc1ccc3c(c1)OCO3)C(=O)[C@H](CC(=O)NCC1CCCCC1)C2	/	-1	/	17	0.0	-3	2
C[C@H](CO)N1C[C@H](C)[C@@H](CN(C)C(=O)C2CCC2)Oc2ncc(C#CC3CCCC3)cc2C1=O	/	5	0	-4	0.3	0	-3
Cn1c(=O)cc(N)n(-c2ccccc2)c1=O	-2	0	-2	7	0.1	2	-2
CCOC(=O)c1c(NC(=O)COC(=O)CCCOc2ccc(OC)cc2)sc(C(=O)N(C)C)c1C	-1	-6	0	-2	/	-4	1
Cc1[nH]cnc1C(=O)N/N=C/c1c(Cl)cccc1Cl	/	3	/	7	-0.1	1	-1
CCC(C(=O)Nc1ccc(OC)c(Cl)c1)c1ccccc1 (centres undefined)	-5	4	/	-8	/	1	1
COc1ccccc1-c1nn(-c2ccccc2)cc1C(=O)NCC(c1ccco1)N1CCCC1 (centres undefined)	-1	7	5	5	0.1	3	1

Some of these compounds in order of the PglD DTNB value, low to high.
Structure	PglD DTNB
Cn1c(=O)cc(N)n(-c2ccccc2)c1=O	-2
OC(Cc1ccccc1Br)c1ncc(-c2cccc(C(F)(F)F)c2)[nH]1 (centres undefined)	0
COc1ccccc1C(=O)NCC(=O)NNC(=O)C1COc2ccccc2O1 (centres undefined)	1
COc1ccccc1-c1nn(-c2ccccc2)cc1C(=O)NCC(c1ccco1)N1CCCC1 (centres undefined)	5

(further entries)
SMILES	C2C12 statin	ERp5 block	PglD DTNB	DENV2 CPE rescue	E-sel inducer	S100A4 inh HTS	SIRT5 inh
CCC(C)(C)C1CCc2[nH]nc(C(=O)NCc3ccc(OC)cc3)c2C1 (centres undefined)	-1	0	2	6	2.1	-2	/
O=C(c1ccccc1F)N(Cc1nc2ccccc2c(=O)[nH]1)C1CCCC1	/	2	/	-6	0.0	3	-6
COc1ccc(S(=O)(=O)N(C)C[C@@H]2OCCCC[C@H](C)Oc3ccc(NS(=O)(=O)c4ccc(Cl)cc4)cc3C(=O)N([C@H](C)CO)C[C@@H]2C)cc1	/	2	/	0	0.1	8	12
Cc1ccc2nc(-c3cccc(Br)c3)c(Cc3ccsc3)n2c1	/	2	/	24*	0.2	4	1
Cc1ccc(C(=O)OCc2c(C)noc2C)cc1NC(=O)c1ccco1	/	-2	/	?	-1.4	2	-5
COc1cccc(-c2cn(CC[C@@H]3CC[C@@H](NC(=O)CC4CC4)[C@H](CO)O3)nn2)c1	-3	-6	0	1	-0.1	5	5
CCN(CC)S(=O)(=O)c1ccc2[nH]c(=O)cc(C(=O)NCC3CCCO3)c2c1 (centres undefined)	-1	18	-1	-7	-1.8	0	-1
COc1cccc(-c2ccc(CC[C@H]3O[C@H]4CC[C@@H](CO)O[C@H]4C[C@@H]3NS(C)(=O)=O)cc2)c1	/	-1	/	?	/	-2	1
C=C1CCC2C(C)(C(=O)O)CCCC2(C)C1CCC(CO)CCO (centres undefined)	-4	7	4	1	/	2	6
O=C(OCc1nc2ccsc2c(=O)[nH]1)c1cccc(S(=O)(=O)N2CCOCC2)c1	1	5	0	-2	/	-7	0
CN1CCN(C(=O)C[C@@H]2C=C[C@@H](NS(=O)(=O)c3cccc(F)c3)[C@H](CO)O2)CC1	-5	0	12	9	-0.4	-4	-2
O=C(CSc1nnc(CNC(=O)c2ccccc2F)o1)Nc1ccc2c(c1)OCO2	-2	1	1	-4	/	-13	-1
CCCN(C)C[C@H]1OCCCC[C@@H](C)Oc2ccc(NC(=O)CCCN(C)C)cc2C(=O)N([C@H](C)CO)C[C@@H]1C	-5	4	1	2	0.3	5	-4
CCOc1cccc(C(=O)Nc2ccccc2C(=O)N2CCN(C)CC2)c1	9	2	-9	4	0.1	2	0
O=C(NCC[C@H]1CC[C@H](NC(=O)C2CCOCC2)[C@@H](CO)O1)c1cc(Cl)cc(Cl)c1	-12	-2	-5	-1	-0.1	-7	0
O=C(CC(=O)N/N=C/c1c(F)cccc1Cl)NCc1ccccc1	/	3	/	1	/	-3	-2
COc1ccc(CC(=O)Nc2ccccc2C(=O)N2CCCC2)cc1	/	-2	-2	2	-0.1	-13	-6
O=C(Nc1ccc(Cl)c(S(=O)(=O)N2CCOCC2)c1)c1cc(-c2ccccn2)nc2ccccc12	-17	6	2	-1	4.0	4	-1
Cc1ccc(S(=O)(=O)N(C)C[C@@H]2OCCCC[C@H](C)Oc3ccc(NC(=O)Nc4ccc(F)cc4)cc3C(=O)N([C@@H](C)CO)C[C@H]2C)cc1	/	1	1	6	0.0	-6	3
COc1ccc(C(=O)CSc2nnc(CNC(=O)c3ccco3)n2C)cc1OC	-5	-1	1	2	/	-1	-2
Nc1nc(-c2ccc(-c3ccccc3)cc2)cs1	0	1	/	-2	/	-1	-1
N#C[C@@H]1[C@@H](c2ccc(-c3ccccc3F)cc2)[C@@H](CO)N1C(=O)c1ccccn1	4	1	2	-1	0.7	-7	-7
CCN(CC(=O)Nc1ccc(OC)cc1)C(=O)c1cc(-c2cccs2)nn1-c1ccccc1	3	2	3	6	0.1	-4	2
COc1ccc(C(=O)N(c2ccccc2)c2nccc3ccccc23)cc1OC	7	1	0	?	0.2	1	/
COCC(=O)Nc1ccc2c(c1)[C@H]1C[C@H](CC(=O)NCc3ccccc3F)O[C@@H](CO)[C@H]1O2	-2	4	-1	-4	0.4	2	-6
COc1ccc(CNC(=O)C[C@H]2C=C[C@H](NC(=O)c3cccc(F)c3)[C@@H](CO)O2)cc1	9	-5	1	?	0.4	1	2
COc1ccc(NC(=O)CN2CCCC2c2cccs2)cc1S(=O)(=O)N1CCCCC1 (centres undefined)	3	3	-5	2	-0.7	-4	0
O=C(CCC(=O)Nc1ccccc1Cl)N/N=C1\CCCc2ccccc21	/	-1	-1	0	0.3	1	-3
CC(C)Cc1cc(C(=O)N2CCCC(C(=O)c3cc(F)ccc3F)C2)no1 (centres undefined)	-6	5	-4	5	/	2	1
CCOC(=O)CNC(=O)N(CCOC)CC1CCCN(C2Cc3ccccc3C2)C1 (centres undefined)	-3	5	8	7	-0.1	-2	3
Cc1ccc(-c2cnc3n2CCCCC3)cc1	/	-64	/	1	0.5	6	2
O=C(N/N=C/c1ccccc1F)c1csc2c1CCCC2	/	7	0	/	/	2	-4
COC(=O)c1ccc(C(=O)OC)c(NC(=O)C2CC(=O)N(C3CCCC3)C2)c1 (centres undefined)	8	-7	1	-2	/	-4	-2
N=C(N)SCC1=CCS(=O)(=O)C1	/	-3	2	0	1.7	-3	1
COc1ccc(-c2nnnn2C(C)C)cc1S(=O)(=O)Nc1ccccc1	/	-1	2	-5	1.4	1	-1
C[C@@H](c1ccccc1)N1C[C@@H](COCc2ccccc2)Oc2cc(N3CC[C@@H](O)C3)ccc2S1(=O)=O	/	6	/	4	-0.1	7	-2
C[C@H]1CN([C@@H](C)CO)S(=O)(=O)c2ccc(C#Cc3ccccc3F)cc2O[C@@H]1CN(C)CC1CCOCC1	-2	3	4	0	/	-12	3
COc1ccc(NC(=O)C(=O)c2cn(CC(=O)N3CCCC3)c3ccccc23)c(OC)c1	2	-5	-9	-1	0.7	11	2
O=C(c1ccncc1)N1CC[C@H]2[C@H](CO)Nc3ccc(-c4ccccc4)cc3[C@H]21	-17	1	4	-12	-0.3	2	3

Quoted at random: two compounds from above
SMILES	C2C12 statin	ERp5 block	PglD DTNB	DENV2 CPE rescue	E-sel inducer	S100A4 inh HTS	SIRT5 inh
O=C(c1ccccc1F)N(Cc1nc2ccccc2c(=O)[nH]1)C1CCCC1	/	2	/	-6	0.0	3	-6
COc1ccc(CC(=O)Nc2ccccc2C(=O)N2CCCC2)cc1	/	-2	-2	2	-0.1	-13	-6

Rewritten as a markdown table: part of the list above.
| SMILES | C2C12 statin | ERp5 block | PglD DTNB | DENV2 CPE rescue | E-sel inducer | S100A4 inh HTS | SIRT5 inh |
| --- | --- | --- | --- | --- | --- | --- | --- |
| O=C(c1ccncc1)N1CC[C@H]2[C@H](CO)Nc3ccc(-c4ccccc4)cc3[C@H]21 | -17 | 1 | 4 | -12 | -0.3 | 2 | 3 |
| COc1ccc(-c2nnnn2C(C)C)cc1S(=O)(=O)Nc1ccccc1 | / | -1 | 2 | -5 | 1.4 | 1 | -1 |
| COc1ccc(NC(=O)CN2CCCC2c2cccs2)cc1S(=O)(=O)N1CCCCC1 (centres undefined) | 3 | 3 | -5 | 2 | -0.7 | -4 | 0 |

Source: PubChem BioAssay (Broad Institute)
